Compound activity: PubChem, several laboratories
H9c2 protect = cardioprotection against H2O2-induced cell death, primary screen, uHTS, H9c2 cells, ATPLite luminescence. H9c2 cardiomyocytes, H2O2 injury protection, 2 h. protection from H2O2 cell death, % at 20 µM. 360,000 tested, 0.63% active;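 active means compounds giving at least 50% protection of heart cells from peroxide-induced death in the single-dose screen, raw or plate-pattern-corrected value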;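 further: 0% = DMSO wells with peroxide and 100% = DMSO wells without peroxide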
aDG glyco up = activators of alpha-DG glycosylation, primary screen, uHTS, Pro5-aDG cells, AlphaScreen; alpha-DG glycosylation AlphaScreen (IIH6); 0% Pro5, 100% B10-LARGE cell signal; AID 624168, 2012; 360,000 tested, 0.22% active; activation, % at 10 µM;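 active means activation of at least 8% versus controls, or a plate z-score of at least 8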;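 further: Pro5 are CHO cells carrying HIG-tagged alpha-DG that lacks glycosylation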
N-glyco inh = increase of ERlucT glycosylation luciferase signal, primary screen, N-linked glycosylation inhibitor project, D54 ERlucT cells, luminescence, set 2; reporter increase, % at 12.5 µM; D54 ERlucT glycosylation luciferase reporter, 24 h; percent of 100 nM tunicamycin response; 360,000 tested, 0.23% active;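 active means mean luciferase reporter signal, scaled so untreated is 0 and the glycosylation-blocking control 100, at or above a set limit in every replicate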;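 further: luciferase carries N-glycosylation sites so blocking glycosylation raises the light; 0% = median of neutral control wells and 100% = median of 100 nM tunicamycin wells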
Granule exo inh = LAMP-1 surface exposure blockers, TALL-104 cells – cell-based, flow cytometry, MLPCN library, primary screen | TALL-104 LAMP-1 surface exposure; cells stimulated with thapsigargin and PMA | inhibition, % at 10 µM | 360,000 tested, 0.66% active | AID 651702, 2012;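 active means inhibition above about 55%, limit read from the data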
MC4R antagonist = MC4R antagonists of cAMP signaling, primary screen, cell-based, TR-FRET, antagonist arm of biased-ligand search. inhibition, % at 6.5 µM. MC4R-expressing cells, MTII-stimulated cAMP, LANCE TR-FRET. AID 540295, 2011. Melanocortin receptor 4 (Homo sapiens), P32245. 360,000 tested, 0.48% active;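 active means inhibition above its plate's cutoff, the mean of tested wells on that plate plus 3 SD, cut at about 29% in these data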;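 further: 0% = Melanotan II alone and 100% = Melanotan II plus saturating MCL0020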
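System: U2OS-MC4R stable cell line; Technique: Eu-cAMP/anti-cAMP TR-FRET, emission 671 nm; Repeats: single well per compound; Also added: Melanotan II; Dosing: one concentration, 6.5 µM nominal; Schedule: 30-min compound, 1-h challenge, 1-h detection, room temperature.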
iPSC survival up = enhancers of single-cell hiPSC survival, primary screen, ATPlite luminescence. survival enhancement, % at 20 µM. 360,000 tested, 0.044% active. 100% = ROCK inhibitor wells, 0% = DMSO. AID 602274, 2012; in the data active means survival enhancement above about 18%;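 further: cells exposed to compounds for 16 hours before the ATP read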
MC4R barr agon = MC4R agonists recruiting beta-arrestin, primary screen, cell-based, luminescence, agonist arm of biased-ligand search; Melanocortin receptor 4 (Homo sapiens), P32245; U2OS MC4R beta-arrestin complementation; percent of melanotan II response, DMSO zero; activation, % at 8.9 µM; 360,000 tested, 0.98% active;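 active means activation above a per-plate cutoff, the mean activation of sample wells on that plate plus 3 SD, cut at about 8% in these data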
ABCB6 inh MLPCN = ABCB6 transporter inhibitors, primary screen, K562-ABCB6 cells, flow cytometry, MLPCN library; ATP-binding cassette sub-family B member 6 (Homo sapiens), Q9NP58; K562-ABCB6 porphyrin accumulation, 1 h; active compounds read low; fluorescence ratio to DMSO, % at 10 µM; 360,000 tested, 0.19% active;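 active means fluorescence ratio to DMSO below 75%, the collection mean minus 3 SD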;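 further: signal is porphyrin accumulated inside mitochondria; 100% equals median channel fluorescence of DMSO control wells; lower ratio means ABCB6 inhibition with less porphyrin fluorescence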
Target sequence (Q9NP58 whole entry, looked up): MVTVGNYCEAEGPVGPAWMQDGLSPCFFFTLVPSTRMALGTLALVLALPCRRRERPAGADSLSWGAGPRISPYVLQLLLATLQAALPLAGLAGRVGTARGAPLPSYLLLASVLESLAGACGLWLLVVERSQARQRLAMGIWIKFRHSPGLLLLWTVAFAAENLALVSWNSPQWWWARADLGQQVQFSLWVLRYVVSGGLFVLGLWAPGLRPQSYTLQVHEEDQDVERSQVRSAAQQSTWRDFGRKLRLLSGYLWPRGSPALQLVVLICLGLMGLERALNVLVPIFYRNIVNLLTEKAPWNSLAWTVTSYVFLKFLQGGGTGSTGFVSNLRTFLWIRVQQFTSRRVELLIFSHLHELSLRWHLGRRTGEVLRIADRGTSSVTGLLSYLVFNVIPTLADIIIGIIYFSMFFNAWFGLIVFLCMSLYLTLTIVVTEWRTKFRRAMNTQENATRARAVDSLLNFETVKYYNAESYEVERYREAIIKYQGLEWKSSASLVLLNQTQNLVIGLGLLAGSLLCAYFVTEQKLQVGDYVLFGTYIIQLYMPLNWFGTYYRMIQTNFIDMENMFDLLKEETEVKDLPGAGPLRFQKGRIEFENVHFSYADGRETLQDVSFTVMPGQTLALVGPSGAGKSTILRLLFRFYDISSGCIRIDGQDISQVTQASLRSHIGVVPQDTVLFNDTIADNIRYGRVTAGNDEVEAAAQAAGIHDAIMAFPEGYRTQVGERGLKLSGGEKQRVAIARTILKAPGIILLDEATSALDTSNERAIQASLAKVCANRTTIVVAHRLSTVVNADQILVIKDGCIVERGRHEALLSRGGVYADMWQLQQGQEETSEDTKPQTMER
m5-HT2A agonist = mouse Htr2a agonists via beta-arrestin recruitment, primary screen, cell-based, luminescence; 360,000 tested, 0.66% active; activation, % at 7.6 µM; CHO-K1 mHTR2A beta-arrestin complementation; percent of 30 µM serotonin response;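 active means activation above a run cutoff, the mean activation of all tested compounds plus 3 SD, cut at about 14% in these data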;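 further: 0% = plate median of compound wells and 100% = 30 µM serotonin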
ABHD5 PLIN5 PPI = ABHD5-PLIN5 interaction inhibitors, primary screen, cell lysate, split luciferase complementation, luminescence; Perilipin-5 (Homo sapiens) + 1-acylglycerol-3-phosphate O-acyltransferase ABHD5 (Homo …; Split G. princeps luciferase complementation, 4 h; inhibition, % at 4 µM; 360,000 tested, 0.78% active; AID 602281, 2012;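 active means inhibition above the mean inhibition across every tested compound plus 3 SD, cut at about 22% in these data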;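 further: 0% = DMSO only wells and the 100% control is not disclosed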
* marks the source's active call; other numbers are inactive results; · = no result given.

canonical_smiles	iPSC survival up	m5-HT2A agonist	Granule exo inh	H9c2 protect	N-glyco inh	MC4R antagonist	ABCB6 inh MLPCN	ABHD5 PLIN5 PPI	aDG glyco up	MC4R barr agon
CN(CC(=O)Nc1ccc2c(c1)OCO2)S(=O)(=O)c1ccc(F)cc1	1.6	-4.1	-10.3	7.7	0.7	0.7	94.0	-1.5	0.1	-0.1
NS(=O)(=O)c1ccc(CNc2ccc3ccccc3n2)cc1	-0.4	1.3	-14.7	-2.6	4.9	-5.2	81.0	2.6	-0.1	0.4
CNc1nc(CCN2C(=O)c3ccccc3C2=O)cs1	-1.0	3.3	-0.8	-0.2	0.6	6.2	99.0	3.7	-0.2	-0.4
Cc1c(CCC(C)C)c(-n2ccnc2C)n2c(nc3ccccc32)c1C#N	-1.4	7.3	-0.2	10.2	2.1	-5.1	100.0	13.9	0.2	0.3
Cc1ccc(S(=O)(=O)N2C[C@]3(O)C[C@@H]4C(=O)N(c5ccccc5)C(=O)[C@@H]4C[C@]3(OC(=O)NCc3ccccc3)C2)cc1	-0.6	-2.1	-3.2	1.4	-0.4	7.6	97.0	5.0	-0.1	-0.9
CCOC(=O)c1cc([N+](=O)[O-])c([N+](=O)[O-])cc1NC(C)=O	-3.0	2.9	49.4	-11.4	1.1	19.8	104.0	11.6	-0.5	-4.8
C1CCN(Cc2nnnn2CC2CCCO2)CC1 (stereo not drawn)	-1.0	-0.3	4.9	3.2	2.1	7.5	94.0	4.5	-0.5	-1.3
CC1CCC2(CC1)NC(=S)N(c1ccccc1)N2 (stereo not drawn)	1.0	-2.9	2.8	1.3	5.7	6.6	93.0	-6.9	0.0	-3.0
CC1(C)OC(=O)N(Cc2ccco2)C1(C)O (stereo not drawn)	-0.1	4.2	-1.7	8.4	-1.0	16.4	95.0	13.9	0.1	1.8
O=C(CN1c2cccc3cccc(c23)S1(=O)=O)N1CCN(c2ccc(F)cc2)CC1	0.4	-2.7	-3.3	-6.9	1.2	-4.2	101.0	-12.6	0.0	-2.5
Cc1cc(C(=O)N2CCC2(C)C(=O)Nc2cccc3c2CCCC3)nn1C (stereo not drawn)	2.9	-2.6	-8.5	3.2	0.6	1.5	98.0	-11.2	0.0	-1.0
O=C(Nc1ccccc1Oc1ccccc1)c1cccc([N+](=O)[O-])c1	1.5	-0.2	1.4	10.3	0.8	3.0	88.0	-5.0	0.1	-1.6
C/C(CCC(C)C)=N\Nc1ccc(S(N)(=O)=O)cc1[N+](=O)[O-]	-1.2	3.8	8.0	-20.1	-1.4	1.8	102.0	7.1	0.0	1.3
COc1cccc(C(=O)NNc2nc(C)cc(C)n2)c1	-2.8	2.1	-2.4	6.0	0.3	10.2	107.0	1.2	-0.1	-2.1
CC(C)COc1ccc(C(=O)N/C(=C\c2cccc([N+](=O)[O-])c2)C(=O)O)cc1	0.0	0.7	0.7	11.9	1.1	13.0	99.0	-3.6	-0.1	-0.9
COc1cccc(C(=O)NC2CCN(CC(=O)Nc3ccccc3Cl)CC2)c1	3.1	0.4	-3.1	-6.8	1.0	-1.1	99.0	-3.7	0.1	-2.0
Cc1cc(C)n2nc(SC(C)C(=O)NC3CCCCC3C)nc2n1 (stereo not drawn)	0.3	-4.0	-3.0	0.3	1.4	-1.1	102.0	4.5	0.0	-1.6
Cn1c(=O)c2c(nc(Oc3ccccc3)n2C)n(C)c1=O	6.9	-0.9	5.3	6.2	-2.3	8.9	96.0	-4.4	0.0	1.1
COc1ccccc1Nc1nc(NCc2ccco2)nc(N)c1[N+](=O)[O-]	-0.2	3.2	6.1	11.2	1.3	-7.5	96.0	6.7	-0.3	7.8
C=CCN(c1ccccc1C(=O)NCC(=O)OCC)S(=O)(=O)c1ccc(C)cc1	1.4	1.2	0.4	2.2	-2.8	14.1	100.0	2.8	0.0	0.7
COc1ccc(Cl)cc1NC(=O)CCN1C(=O)C2C3CCC(C3)C2C1=O (stereo not drawn)	0.0	8.9	-2.1	2.2	2.0	0.6	93.0	-1.3	-0.1	-1.0
Cc1ccc(-n2nnnc2SCC(=O)Nc2ccc3c(c2)OCCO3)cc1C	-1.3	1.3	-0.4	-17.7	1.5	-0.8	113.0	2.4	0.0	4.6
COCCCN1C(=O)C(CC(=O)NC2CCCC2)CC(C(=O)N2CCOCC2)=C1C (stereo not drawn)	0.8	3.4	-2.0	19.7	-0.1	5.9	97.0	3.6	-0.2	1.8
Cc1cc(C(=O)N/N=C/c2ccc(-c3ccc([N+](=O)[O-])cc3C)o2)n[nH]1	0.0	-2.2	17.6	32.0	3.4	-12.2	106.0	0.0	0.2	-0.2
O=C(O)COc1ccc(/C=C/c2ccc3cccc([N+](=O)[O-])c3n2)cc1	-0.8	-0.4	-2.5	-5.7	1.6	1.0	98.0	0.7	-0.1	0.8
O=C1CCCC/C1=C\Nc1ccccc1C(=O)O	-1.1	1.9	-3.8	4.1	2.3	-6.6	87.0	1.4	0.0	-2.1
C[C@@H]1CN([C@H](C)CO)C(=O)c2cc(Br)cnc2O[C@H]1CN(C)C(=O)Cc1ccccc1	-0.8	2.5	4.7	1.1	2.5	13.8	103.0	8.3	-0.4	0.7
COc1ccc(C(C(=O)NC2CCCC2)N(Cc2cccnc2)C(=O)c2snc(C(N)=O)c2N)cc1OC (stereo not drawn)	0.0	1.8	17.3	-0.4	2.6	-3.5	92.0	1.1	0.0	-2.7
CCCSc1ccccc1C(=O)N1CCN(C(=O)c2ccco2)CC1	-0.3	5.5	26.6	3.0	1.9	2.7	99.0	3.0	0.0	-0.8
N/C(=N\OC(=O)c1cccc([N+](=O)[O-])c1)c1ccccn1	-2.2	0.4	1.6	-3.5	-9.7	18.1	103.0	0.9	0.0	2.0
COc1ccc(Cl)cc1-c1cc(C(=O)NCc2ccc(F)cc2)[nH]n1	-0.4	-6.7	31.4	-6.7	0.5	11.3	95.0	-11.0	1.0	0.1
CN(C)S(=O)(=O)N(CC(=O)Nc1cccc(F)c1)c1ccccc1	2.2	-6.2	-0.3	4.9	-1.6	-1.5	98.0	-5.0	0.1	-1.7
CCN(C[C@H]1N[C@@](C)(C(=O)OC)[C@H]2C(=O)N(C)C(=O)[C@@H]12)S(=O)(=O)c1ccc(F)cc1	0.1	3.9	1.2	1.2	1.0	9.5	91.0	3.7	0.1	1.9
CCn1ncc(/C=C/C(=O)C2CC2)c1C	-1.0	-0.7	-4.0	-0.1	-1.9	5.6	99.0	3.2	-0.3	-1.1
COc1ccc(S(=O)(=O)Nc2ccc3c(c2)C(=O)N([C@H](C)CO)C[C@H](C)[C@H](CN(C)Cc2ccc(C(=O)O)cc2)O3)cc1	-1.6	2.3	-2.6	9.0	0.0	0.8	96.0	3.2	-0.1	0.2
O=C(CCNC(=O)Cn1cnc2ccccc2c1=O)NCCC1=CCCCC1	-2.3	-4.9	-0.9	-13.1	0.7	12.5	89.0	2.6	0.0	-2.8
O=C(NN=C1CCCCCCCCCCC1)c1cccc(S(=O)(=O)N2CCOCC2)c1	2.9	-1.7	-1.3	1.0	0.3	15.8	107.0	-5.3	-0.1	1.6
Cc1cc(S(=O)(=O)NCCCn2ccnc2)c(C)cc1Cl	0.4	0.7	-9.2	-3.0	1.9	-1.6	91.0	0.1	-0.1	-0.1
COc1ccc(CCn2c(=O)[nH]c3cc(C(=O)NCCN4CCOCC4)ccc3c2=O)cc1OC	-0.1	-1.4	3.2	39.1	0.1	10.9	100.0	7.0	-0.2	-0.5
O=C(COC(=O)c1ccc(F)cc1)NCCc1ccc(F)cc1	-0.5	3.8	-3.0	-0.3	0.2	10.8	99.0	-5.2	-0.1	0.4
COc1ccc(Br)cc1Cn1nnc(C(=O)Nc2ccc3c(c2)OCCO3)c1N	2.3	2.5	0.0	5.7	0.3	-15.1	95.0	3.3	0.1	-2.6
O=c1cc(CN2CCOCC2)c2cc(Cl)ccc2o1	-0.1	1.5	-1.1	0.8	-2.5	16.1	97.0	-4.2	0.2	-0.8
CCCCCCn1cc(C(=O)O)c(=O)c2ccccc21	0.3	0.4	0.5	-5.8	0.9	9.9	99.0	8.5	-0.1	-1.2
CCc1nc2ccc(C(=O)N3CCN(C(=O)c4ccco4)CC3)cn2c1N(C)CCC(C)C	-1.7	-6.2	6.6	0.5	-2.6	1.5	99.0	0.3	0.1	1.5
COc1ccccc1C(=O)NCCN1CCN(C(=O)c2ccccc2OC)CC1	-4.1	-2.3	-0.8	1.5	·	3.0	88.0	2.8	-0.4	-1.1
